Screens (PubChem BioAssay)
TLR4 MyD88 comp = blocks binding of human TLR4 to MyD88 | HeLa CL3-4 TLR4/MyD88 BLA complementation, FRET ratio | inhibition, % at 8.4 µM | actives 0.18% (n = 200,000); in the data active means inhibition above about 25%;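 further: 0% = vehicle and 100% = reference inhibitor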
Target sequence (O00206 whole entry, looked up): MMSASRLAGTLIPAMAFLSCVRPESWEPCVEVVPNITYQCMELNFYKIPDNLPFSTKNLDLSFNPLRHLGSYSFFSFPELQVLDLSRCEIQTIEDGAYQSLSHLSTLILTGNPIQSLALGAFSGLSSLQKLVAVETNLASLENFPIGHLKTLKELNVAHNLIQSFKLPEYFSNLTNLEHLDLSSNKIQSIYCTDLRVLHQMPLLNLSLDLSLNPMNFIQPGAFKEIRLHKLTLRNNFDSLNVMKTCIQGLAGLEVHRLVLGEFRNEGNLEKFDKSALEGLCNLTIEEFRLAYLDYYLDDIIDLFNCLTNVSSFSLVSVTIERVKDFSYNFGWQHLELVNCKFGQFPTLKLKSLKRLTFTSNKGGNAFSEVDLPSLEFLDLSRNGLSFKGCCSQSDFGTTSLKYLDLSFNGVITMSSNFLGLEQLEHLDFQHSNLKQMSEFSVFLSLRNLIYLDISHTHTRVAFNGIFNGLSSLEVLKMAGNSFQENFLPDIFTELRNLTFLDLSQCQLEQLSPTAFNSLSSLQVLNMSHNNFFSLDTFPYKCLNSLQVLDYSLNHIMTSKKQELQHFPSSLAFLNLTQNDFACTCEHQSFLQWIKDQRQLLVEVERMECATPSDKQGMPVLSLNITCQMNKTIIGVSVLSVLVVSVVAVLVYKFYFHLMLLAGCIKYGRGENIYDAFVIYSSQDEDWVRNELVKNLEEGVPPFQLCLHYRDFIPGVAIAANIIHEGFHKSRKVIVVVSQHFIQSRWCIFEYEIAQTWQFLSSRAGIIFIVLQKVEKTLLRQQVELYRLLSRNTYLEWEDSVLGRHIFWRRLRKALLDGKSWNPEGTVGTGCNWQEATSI
Target sequence (Q99836 whole entry, looked up): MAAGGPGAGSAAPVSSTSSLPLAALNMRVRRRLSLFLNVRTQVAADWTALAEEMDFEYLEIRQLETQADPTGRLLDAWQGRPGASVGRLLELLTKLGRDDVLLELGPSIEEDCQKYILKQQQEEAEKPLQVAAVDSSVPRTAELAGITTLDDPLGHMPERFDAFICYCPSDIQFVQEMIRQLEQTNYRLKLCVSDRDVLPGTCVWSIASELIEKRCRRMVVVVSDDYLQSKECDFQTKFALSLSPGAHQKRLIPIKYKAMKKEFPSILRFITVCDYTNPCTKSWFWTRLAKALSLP
Redox H2O2 prof = compounds producing H2O2 with reducing agent – biochemical, NIH compound library profiling, artefact control for MLSCN library redox annotation, primary screen. DTT-dependent redox cycling H2O2, phenol red/HRP absorbance; 100% = 100 µM peroxide control, 0% = buffer. activation, % at 10 µM. actives 0.03% (n = 200,000);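 active means activation of at least 50% relative to the plate's high and low controls in the primary single-dose screen; inactive means activation below 50%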;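 further: compound incubated with DTT at 0.8 mM final as the reducing agent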
Hsp70 act = switches on Hsp70 transcription; AID 1203; activation, % at 10 µM; actives 0.04% (n = 200,000); HeLa Hsp70 promoter luciferase reporter, luminescence; scaled: vehicle 0, proteasome-inhibitor control 100%;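 active means activation above the mean across all tested compounds plus 3 SD, cutoff set per campaign, cut at about 5.5% in these data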;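 further: 100% = MG132 at 30 µM as the positive control and 0% = DMSO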
STAT3 blocker = inhibitors of IL-6 induced STAT3 signaling | inhibition, % at 5.5 µM | AID 862 | U3A cells, IL-6 STAT3-luciferase reporter, luminescence; host cell line lacks STAT1 | actives 0.89% (n = 190,000);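 active means inhibition above the mean inhibition across all screened compounds plus 3 SD, cut at about 44% in these data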;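 further: 0% = DMSO only wells and 100% = 100 µM nifuroxazide control wells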
Efa HMGR inh = blocks class II HMG-CoA reductase of Enterococcus faecalis; AID 1066; purified E. faecalis HMGR, NADPH absorbance 340 nm kinetic; actives 0.41% (n = 190,000); inhibition, % at 10 µM;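 active means inhibition above a set limit, the median over all tested compounds plus 3 SD, cut at about 9.5% in these data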;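 further: enzyme runs in reverse so mevalonate oxidation gives rising NADPH absorbance; 0% = complete reaction with DMSO and 100% = background rate lacking mevalonate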
APP 5'UTR act = APP 5'UTR luciferase reporter activation. activation, % at 2 µM. SH-SY5Y APP 5'UTR luciferase reporter, luminescence; zero percent = DMSO vehicle wells. actives 1% (n = 190,000);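 active means activation above a set limit, based on mean plus 3 SD of controls, cut at about 140% in these data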; further: values of inactives mirror those of a sister screen read the other way
STAT1 act = increases IFN-gamma driven STAT1 reporter signal. NIH 3T3 STAT1-luciferase reporter, luminescence; 100% = IFN-gamma alone, no compound. activation (% of control), % at 5.5 µM. actives 2.6% (n = 200,000). AID 932;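 active means activation above the screen-wide mean activation plus 3 SD, cut at about 130% in these data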;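 further: raw ratio to IFN-gamma control signal so 100% means no change and 0% no light; values of inactives mirror those of a sister screen read the other way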
NF-kB neuron act = raises NF-kB expression in human neuronal cells. NF-kB reporter expression; active compounds read high. fold change at 12.5 µM. actives 1.6% (n = 190,000); in the data active means fold change above about 3.3
STAT1 blocker = reduces IFN-gamma driven STAT1 reporter signal; NIH 3T3 STAT1-luciferase reporter, luminescence; inhibition, % at 5.5 µM; AID 920; actives 0.35% (n = 200,000);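 active means inhibition above a set limit, the mean inhibition across all tested compounds plus 3 SD, cut at about 34% in these data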;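 further: 0% = IFN-gamma with DMSO and 100% = IFN-gamma with 300 µM nifuroxazide; values of inactives mirror those of a sister screen read the other way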
STAT3 act = activators of IL-6 induced STAT3 signaling. U3A cells, IL-6 STAT3-luciferase reporter, luminescence; 100% = signal with IL-6 EC80 alone. activation (% of control), % at 5.6 µM. actives 0.91% (n = 190,000). AID 871;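 active means activation above the screen-wide mean of compound activation plus 3 SD, cut at about 130% in these data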;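 further: 0% = background luminescence of wells with medium and substrate only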
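Detection: reporter luminescence signal / Assay system: STAT1-lacking human U3A cells, STAT3 luciferase reporter / Incubation: compound pre-incubation 1 h before IL-6, then 6 h stimulation at 37 °C / Control set: IL-6-only high control / Read-out: % activation relative to IL-6 control / Probe or stimulus: Interleukin-6, 33 ng/mL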
Numbers without * were called inactive; x = no result given.

SMILES	TLR4 MyD88 comp	Redox H2O2 prof	Hsp70 act	STAT3 blocker	Efa HMGR inh	APP 5'UTR act	STAT1 act	NF-kB neuron act	STAT1 blocker	STAT3 act
O=C1OCC2=C1C(c1ccc(F)cc1)c1cc3c(cc1N2)OCCO3 (stereo not drawn)	-2	-0.4	0.6	-38	6	-94	99	2.9	1	138*
CCOC(=O)c1ccc(NS(=O)(=O)N2CCCCCC2)cc1	7	-2.6	-0.1	4	-2	10	115	1.2	-17	101
O=C(CCNS(=O)(=O)c1c(Cl)cccc1Cl)OCC(=O)c1ccccc1	-4	-0.1	-0.7	1	5	-5	99	1.2	2	98
CCCC(=O)OC1CC(C)N(C(=O)c2ccccc2)c2ccc(C)cc21 (stereo not drawn)	5	0.9	-0.2	1	-8	-5	91	1	5	102
CC1(C)N=C(/C=N/O)C=[N+]1[O-]	6	2.5	-0.4	0	-4	10	91	1.1	10	100
Cc1cccc2sc(NC(=O)CSCc3ccccc3)nc12	5	-0.1	-0.5	-6	-5	x	93	1.1	8	111
Cc1nc2cc(NC(=O)NC(C)(C)C)ccc2n1C	3	-0.7	-0.2	10	2	17	114	1.6	-17	95
CCC(C)Nc1cc(C)nc2ncnn12 (stereo not drawn)	-18	-0.7	-0.3	11	1	-2	97	1.1	2	95
CCOc1ccc(NC(=O)CCCN2C(=S)NC(C)(C)CC2C)cc1 (stereo not drawn)	10	0.6	0.2	-7	-1	0	103	0.89	-4	103
CCNc1ccc(C(=O)OCC)cc1NC(=O)c1cccc(S(=O)(=O)N2CCOCC2)c1	-6	0.2	0.0	-1	-5	6	97	1.2	3	103

The last 3 records of the section before come first, to join the parts:
SMILES	TLR4 MyD88 comp	Redox H2O2 prof	Hsp70 act	STAT3 blocker	Efa HMGR inh	APP 5'UTR act	STAT1 act	NF-kB neuron act	STAT1 blocker	STAT3 act
CCC(C)Nc1cc(C)nc2ncnn12 (stereo not drawn)	-18	-0.7	-0.3	11	1	-2	97	1.1	2	95
CCOc1ccc(NC(=O)CCCN2C(=S)NC(C)(C)CC2C)cc1 (stereo not drawn)	10	0.6	0.2	-7	-1	0	103	0.89	-4	103
CCNc1ccc(C(=O)OCC)cc1NC(=O)c1cccc(S(=O)(=O)N2CCOCC2)c1	-6	0.2	0.0	-1	-5	6	97	1.2	3	103
O=C(CSc1nnc(Cc2csc(Nc3cccc(Cl)c3)n2)o1)N1CCc2ccccc21	-8	1.5	-0.5	17	-2	-11	101	0.43	-1	90
CCn1nnc(NC(=O)CSc2ccc(Cl)cc2)n1	6	-2.9	-0.3	10	-1	-9	100	1	1	97
Cc1cc(=O)oc2cc(OCC(=O)OCC(=O)N3CCc4ccccc43)ccc12	5	0.6	-0.3	12	-1	6	100	1.1	-1	93
CCCCNC(=O)CC1N=C2c3ccccc3N=C(SCC(=O)Nc3ccccc3C)N2C1=O (stereo not drawn)	1	0.5	-0.3	3	0	-12	102	1.2	-2	97
COc1ccc(C(=O)CSc2nnnn2Cc2ccccc2)cc1	-5	0.2	-0.4	6	-16	-6	98	1.2	2	101
CCC(C)[C@H](NC(=O)NCc1ccccn1)C(=O)OC (stereo partly drawn)	4	2.5	0.1	5	-5	7	100	1.5	0	99
Cc1ccc(-c2csc(NC(=O)CSc3nc(C)cs3)n2)cc1	10	-0.8	0.0	3	-5	0	112	1.9	-21	100
CCn1cc(C(=O)Nc2ccc3c(c2)OCCO3)c2cc(OC)c(OC)cc2c1=O	-18	-0.8	-0.4	11	-7	7	99	0.31	1	95
Cc1cc(OCC(=O)NCCN2CCOCC2)cc(C)c1Br	1	-6.5	0.1	-4	-4	-2	106	0.9	-6	106
COc1cccc(-c2ccc(SCC(=O)N3CCN(c4ccccc4)CC3)nn2)c1	1	-0.3	0.1	11	-2	17	96	1.1	1	95
N=C1S/C(=C\c2cccc3ccccc23)C(=O)N1c1ccc(F)cc1	12	0.3	0.4	2	-2	4	101	0.97	-1	101
CCC(=O)N1CC2(CC(c3cccc([N+](=O)[O-])c3)=NO2)C[C@H]1C(=O)NCC(N)=O (stereo partly drawn)	0	-3.9	-0.3	9	0	9	102	1.1	-2	98
CCOC(=O)c1c(CN2CCOCC2)n(-c2ccccc2)c2cc(Br)c(O)c(CN(C)C)c12	-4	2.6	-0.1	-2	-7	-18	106	0.64	-6	106
C=CCNC(=O)COc1ccc(S(=O)(=O)NC2CCCCC2)cc1	-3	0.8	-0.1	-5	-1	1	96	0.81	5	104
Fc1ccc(-c2nnc(-n3nnc4ccccc43)c3ccccc23)cc1	3	4.2	0.4	21	x	-2	100	x	0	85
Cc1ccc(-c2noc(CN3C(C)CCCC3C)n2)cc1 (stereo not drawn)	-8	-0.4	-0.1	12	-3	19	98	1.1	2	94
CCCn1c(=O)[nH]c(=O)c2c1nc(-c1ccccc1OC(F)F)n2CCOC	26*	-4.0	0.3	-1	-7	6	96	1.2	4	104
CC(NC(=O)COc1ncnc2cc([N+](=O)[O-])ccc12)c1ccccc1 (stereo not drawn)	5	-0.4	-0.2	2	-9	-21	97	1	4	98
Cc1cnc(NC(=O)c2ccncc2)s1	-4	-0.2	0.1	-11	0	9	114	1.4	-19	114
Nc1nonc1-c1nc2ccccc2n1CC(=O)N/N=C/c1ccc(-c2ccccc2C(=O)O)o1	2	0.0	-0.3	8	-6	2	109	0.91	-11	94
Cn1c(=O)oc2cc(S(=O)(=O)N3CCCC(C(=O)NCCN4CCOCC4)C3)ccc21 (stereo not drawn)	5	-3.9	-0.5	9	3	3	101	1.1	-1	96
CCC1(C)Cc2c(sc3nc(SC)nc(N)c23)CO1 (stereo not drawn)	4	-0.1	0.2	14	-1	-6	102	1.4	-2	87
COc1ccc(S(=O)(=O)N2CCC(C(=O)NCC3CCCO3)CC2)cc1 (stereo not drawn)	3	0.2	-0.2	8	0	1	94	1.3	6	97
O=C(CCCc1nc2ccccc2s1)NCc1ccccc1F	11	-0.3	0.0	-3	5	5	113	1.1	-14	101
COC(=O)c1cc2ccccc2c(=O)s1	3	-6.2	-0.1	3	3	8	106	1	-6	100
O=C(CSCc1ccccc1)Nc1ccc2c(c1)C(=O)NC2=O	8	-0.8	-0.4	8	1	2	90	1.1	10	96
COP(=O)(OC)c1nc(-c2cccc3ccccc23)oc1N1CCCCC1	6	0.2	-0.4	10	0	-2	109	0.92	-13	96
NC(=S)N/N=C1\CC(n2nnnc2-c2ccccc2Cl)C2COC1O2 (stereo not drawn)	-19	-1.6	-0.3	17	-8	17	99	1.2	0	94
Cc1ccc(NC2=NCC(=O)N2C2CCCC2)cc1C	-2	0.0	0.0	3	1	-8	98	1.2	2	99
Cn1c2c(c(=O)n(C)c1=O)C(c1cccc([N+](=O)[O-])c1)Nc1ccccc1O2 (stereo not drawn)	-2	3.5	0.1	6	-3	-8	95	0.8	6	98
CS(=O)(=O)NCc1ccc(C(=O)NC2CCCCC2)cc1	-12	1.2	-0.3	3	-6	3	100	1.1	0	101
Cc1cc(NC(=O)c2cnn3cccnc23)nn1CC(=O)Nc1cccnc1	-2	2.1	0.1	5	-12	14	108	1.2	-9	99
CCOc1ccccc1NC(=O)NS(=O)(=O)c1ccc(C)cc1	-1	-2.7	-0.2	2	0	1	101	1.1	-1	100
CC(=O)Nc1ccccc1C(=O)N1CCN(Cc2ccccc2)CC1	3	-1.6	-0.4	-7	-2	-8	99	0.81	0	109
CCn1c(=O)c(=O)[nH]c2cc(C(=O)NC3CC3)ccc21	3	-1.0	-0.4	3	-3	-12	81	1.1	21	97
Cc1ccc(S(=O)(=O)/N=C(\c2ccccc2)N(C)S(=O)(=O)c2ccccc2)cc1	-1	0.0	-0.3	3	-2	-5	100	1.1	0	99
COc1ccc2cc(CN(Cc3ccco3)Cc3nnnn3C3CCCCC3)c(=O)[nH]c2c1	-6	1.8	-0.3	8	-8	19	100	0.79	0	102
Cc1ccc(CCNC(=O)C2CCN(S(=O)(=O)c3cccc4nsnc34)CC2)cc1	-18	0.5	-0.3	0	2	-10	99	0.55	1	102
Cc1ccc2c(CC(=O)OCn3nnc4ccccc4c3=O)coc2c1	14	0.2	-0.2	2	-5	17	87	1	15	102
CS(=O)(=O)N(Cc1ccc(C(=O)NCCSc2ccccn2)cc1)c1ccccc1	-4	0.1	-0.2	6	0	12	102	1.1	-2	95
CCOC(=O)/C=c1\s/c(=C\c2ccc(-c3ccccc3)cc2)c(=O)n1CC(=O)NCc1ccc2c(c1)OCO2	-6	x	-0.4	-5	2	-3	103	1	-4	104
COc1ccc(C(=O)NCC(=O)OCC(=O)N2CCCc3ccccc32)cc1	4	0.4	-0.1	-13	2	9	99	0.94	1	111
CC1(C)CC(=O)C2=C(C1)NC1=C(C(=O)c3ccccc31)C2c1ccccc1 (stereo not drawn)	-2	-0.8	-0.1	9	-5	7	101	0.77	-1	92
COc1ccc(-c2csc(-n3ncc(-c4ccccn4)c3N)n2)cc1	-5	0.1	-0.3	11	6	-8	104	1.1	-4	98
Cc1ccc(S(=O)(=O)c2cccc(S(=O)(=O)N3CCCC3)c2)cc1S(=O)(=O)N1CCCC1	3	2.7	-0.3	10	-8	-3	94	1.4	7	97
Cc1ccccc1N1C(=O)C(Oc2ccc(Cl)cc2)C1CNCC1CCCO1 (stereo not drawn)	9	-0.2	-0.1	7	-1	4	92	1.2	8	100
CC1=C(C(=O)OC(C)C)C(c2ccc(N(C)C)cc2)C2=C(CC(C)(C)CC2=O)N1 (stereo not drawn)	-8	-1.9	-0.2	8	-7	18	104	0.75	-4	96
C/C(=N/NC(=O)c1sc(=S)n(C)c1C)c1ccccc1	5	0.5	-0.2	17	-5	-7	96	1.4	5	85
CCNS(=O)(=O)c1ccc(NS(C)(=O)=O)cc1	3	1.8	0.1	2	-5	1	97	1	3	101
c1ccc(CCNc2ncnc3c2cnn3-c2ccccc2)cc1	-8	1.0	0.4	7	-5	135	140*	6.5*	-43	98
Carrying on:
SMILES	TLR4 MyD88 comp	Redox H2O2 prof	Hsp70 act	STAT3 blocker	Efa HMGR inh	APP 5'UTR act	STAT1 act	NF-kB neuron act	STAT1 blocker	STAT3 act
CCOc1cc(S(=O)(=O)NCc2cccnc2)c(C)cc1C	-19	-0.3	0.0	10	-1	2	98	x	0	96
COc1cc(/C=C/c2ccc3cccc([N+](=O)[O-])c3n2)ccc1OCC(=O)O	-1	-1.9	-0.4	2	5	19	102	0.96	-3	102
CCCCC(=O)NCCNc1nc2c(c(=O)n(C)c(=O)n2C)n1Cc1ccc(F)cc1	-4	1.8	-0.5	6	-10	5	101	0.91	-1	99
CC(C)NS(=O)(=O)c1ccc(OCC(=O)Nc2ccc(F)cc2F)cc1	2	0.1	-0.3	-2	3	-38	103	0.94	-3	109
CCN1C(=O)/C(=C\C(=O)c2cccs2)c2cc(Br)ccc21	6	-0.7	0.1	5	-2	-34	96	1.2	3	102
O=C(Nc1ccc2c(c1)nc1n2CCCCC1)c1cc(S(=O)(=O)N2CCOCC2)ccc1Cl	3	1.8	-0.4	22	-4	8	91	0.66	10	84
